Bioassay records: PubChem, several laboratories
thrombin 1536 – blocks human thrombin protease activity; alpha-thrombin, Boc-VPR-AMC fluorogenic substrate cleavage; P00734; inhibition, % at 5 µM; hit rate 0.26% among 220,000;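 active = inhibition at or above 40%; inactive = inhibition below 40%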;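 note: 0% = enzyme with no compound and 100% = wells without enzyme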
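Assay system: human alpha-thrombin enzyme. Reagent: Boc-VPR-AMC substrate, 15 µM final. Compound dosing: one concentration per compound, 5 µM, with 0.2% DMSO. Incubation: room-temperature reaction. Technique: AMC fluorescence, 355/460 nm. Measure: % inhibition relative to enzyme controls and enzyme-free blanks.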
p97 inhibitor – inhibitors of human p97 ATPase; P55072; recombinant p97 ATPase, Kinase-Glo ATP luminescence, 3 h; inhibition, % at 8 µM; AID 1481; hit rate 0.42% among 220,000; in the data active = inhibition above about 15%;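 note: 0% = DMSO vehicle and 100% = wells lacking enzyme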
Wee1 stabilizer – blocks degradation of human Wee1 kinase; P30291; HeLa Luc-Wee1K328M stability, luciferase luminescence; 100% = proteasome inhibitor MG132 effect; reporter increase, % at 5 µM; hit rate 1.2% among 220,000; AID 1321;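 active = activation above the mean of all tested compounds plus 3 SD, set per screening run, cut at about 8.8% in these data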;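 note: cells exposed to compound for 20 h before luminescence read; 0% = DMSO alone and 100% = MG132 at 30 µM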
hK5 inh – inhibitors of human kallikrein 5; Q9Y337; recombinant hK5, fluorogenic AMC substrate cleavage; inhibition, % at 5 µM; hit rate 0.59% among 210,000; AID 873;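 active = inhibition of 40% or more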;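 note: 0% = enzyme controls without compound and 100% = no-enzyme blanks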
Target sequence (Q9Y337 67-293 limits assumed): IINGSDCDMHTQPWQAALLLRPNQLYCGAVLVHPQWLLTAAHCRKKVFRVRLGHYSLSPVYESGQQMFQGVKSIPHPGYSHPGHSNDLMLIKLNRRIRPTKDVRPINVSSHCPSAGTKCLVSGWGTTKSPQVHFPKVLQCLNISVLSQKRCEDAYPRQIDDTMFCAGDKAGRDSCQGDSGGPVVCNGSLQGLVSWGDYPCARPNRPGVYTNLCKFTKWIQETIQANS
FXIa inh 1536 – inhibitors of human coagulation factor XIa. P03951. purified FXIa, Boc-Glu-Ala-Arg-AMC fluorogenic substrate. inhibition, % at 5 µM. hit rate 0.14% among 220,000;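 active = inhibition of at least 40%; inactive = inhibition below 40%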;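 note: fluorescence of freed AMC excited at 355 nm; 0% = enzyme without compound and 100% = no enzyme blank; many of its hits are not listed in these tables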
Furin inhibitor – inhibitors of human furin | P09958 | purified furin, fluorogenic substrate cleavage | inhibition, % at 30 µM | hit rate 0.061% among 220,000; in the data active = inhibition above about 25%; note: inactives centre near -15
FXIIa inh 1536 – inhibitors of human coagulation factor XIIa; purified FXIIa, Boc-QGR-AMC fluorogenic substrate, 2 h; P00748; hit rate 0.3% among 220,000; inhibition, % at 5 µM; in the data active = inhibition above about 40%;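 note: 0% = enzyme with no compound and 100% = blank without enzyme; many of its hits are not listed in these tables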
Target sequence (P00748 20-372 limits assumed): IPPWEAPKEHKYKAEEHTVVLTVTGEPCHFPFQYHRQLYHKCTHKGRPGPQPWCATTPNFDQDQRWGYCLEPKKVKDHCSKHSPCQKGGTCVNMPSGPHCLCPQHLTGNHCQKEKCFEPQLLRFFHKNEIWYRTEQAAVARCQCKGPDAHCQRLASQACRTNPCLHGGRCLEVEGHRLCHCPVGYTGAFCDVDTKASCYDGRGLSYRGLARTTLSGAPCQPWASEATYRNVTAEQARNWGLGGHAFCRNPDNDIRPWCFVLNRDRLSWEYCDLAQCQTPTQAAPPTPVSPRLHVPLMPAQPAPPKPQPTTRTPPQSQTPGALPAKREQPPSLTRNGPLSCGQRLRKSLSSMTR
Target sequence (P00748 373-615 limits assumed): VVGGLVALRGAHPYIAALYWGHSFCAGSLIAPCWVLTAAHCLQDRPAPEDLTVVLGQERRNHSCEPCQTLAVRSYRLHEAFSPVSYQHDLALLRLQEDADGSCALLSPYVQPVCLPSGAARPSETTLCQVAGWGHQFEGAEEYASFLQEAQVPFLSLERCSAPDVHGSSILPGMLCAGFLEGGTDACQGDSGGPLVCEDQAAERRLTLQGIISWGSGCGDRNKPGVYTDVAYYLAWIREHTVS
PERK inh – blocks human PERK kinase | CHO PERK-DD fusion, SEAP luminescence translation reporter | inhibition, % at 5.6 µM | hit rate 0.17% among 220,000 | Q9NZJ5;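 active = inhibition above the mean inhibition of all tested compounds plus 3 SD, set separately per screening campaign, cut at about 2.9% in these data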;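 note: PERK kinase domain activated by AP20187 dimerizer at 100 nM; 0% = DMSO with dimerizer and 100% = rapamycin at 8.4 µM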
Cl transport mod – modulators of human KCC2 chloride dependent transport | B-score of Tl+ flux slope (higher = more flux/activation; lower = inhibition) at 10 µM | Q9H2X9 | KCC2 cells, thallium flux FluoZin-2 fluorescence | AID 1456 | hit rate 2.2% among 190,000;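 active = thallium flux slope and its plate-corrected score both differing from the plate sample mean at a set confidence after two filtering rounds, in either direction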;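 note: slope of fluorescence scaled to starting intensity during 10 to 20 s after thallium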
Numbers without * were called inactive; & = joins results of further samples; [ ] = dose if it differs, or a comment.

For COc1cccc(NC(=O)CSc2nnc(Cc3cccn3C)n2-c2ccc(F)cc2)c1 the results were thrombin 1536 -7.3, p97 inhibitor -1.1, Wee1 stabilizer -0.4, hK5 inh 1.2, FXIa inh 1536 1.9, Furin inhibitor -15.1, FXIIa inh 1536 14.9, PERK inh -0.4 and Cl transport mod -0.582.
Cc1ccc(C(=O)Nc2ncc(Cc3ccc(F)cc3)s2)o1 was read as thrombin 1536 3.2, p97 inhibitor -0.3, Wee1 stabilizer 1.0, hK5 inh 2.2, FXIa inh 1536 3.7, Furin inhibitor -28.9, FXIIa inh 1536 17.2, PERK inh -0.9 and Cl transport mod -4.83*.
Screening CCC1(NC(C)=O)CC2CC1CC2NC(C)=O (centres undefined) returned thrombin 1536 0.3, p97 inhibitor 0.9, Wee1 stabilizer -2.6, hK5 inh -13.2, FXIa inh 1536 -13.9, Furin inhibitor -21.3[20 µM], FXIIa inh 1536 -8.6, PERK inh 0.8 and Cl transport mod -0.179.
`Cc1ccc(NC(=O)C(C)c2cccc(C(=O)c3ccccc3)c2)cc1` (centres undefined) gave thrombin 1536 4.5, p97 inhibitor -8.4, Wee1 stabilizer 0.1, hK5 inh -1.0, FXIa inh 1536 -3.2, Furin inhibitor -5.0[20 µM], FXIIa inh 1536 17.3 and PERK inh -0.5.
`Cc1ccc(NS(=O)(=O)c2ccc(NC(=O)c3ccc(-c4ccccc4)cc3)cc2)c(C)c1` gave p97 inhibitor -1.4, Wee1 stabilizer -1.5, Furin inhibitor -15.0[20 µM], PERK inh 0.7 and Cl transport mod 0.121.
O=C(NCc1ccccn1)C1C2C=CC(C2)C1C(=O)Nc1ccc(F)cc1 (centres undefined) was read as thrombin 1536 0.9, p97 inhibitor 3.1, Wee1 stabilizer -0.7, hK5 inh -2.0, FXIa inh 1536 19.2, Furin inhibitor -17.2[20 µM], FXIIa inh 1536 23.9, PERK inh 0.7 and Cl transport mod 0.791.
For Cc1ccc(C(=O)NCCc2cccc(Cl)c2)cc1[N+](=O)[O-] the results were thrombin 1536 -4.6, p97 inhibitor 3.3, Wee1 stabilizer 4.8, hK5 inh -11.8, FXIa inh 1536 5.1, Furin inhibitor -17.7, FXIIa inh 1536 6.2, PERK inh -0.1 and Cl transport mod -1.27.
`COc1cc(OC)cc(C(=O)N/N=C/c2ccc(OC)c(COc3ccc4ccccc4c3)c2)c1` gave thrombin 1536 5.8, p97 inhibitor -2.8, Wee1 stabilizer 3.9, hK5 inh -15.8, FXIa inh 1536 8.1, Furin inhibitor -13.1[20 µM], FXIIa inh 1536 13.6, PERK inh -0.7 and Cl transport mod -0.391.
CC1(C)CC(=O)C2=C(C1)OC(N)=C(C#N)C2c1ccc[nH]1 (centres undefined) was read as thrombin 1536 -0.1, p97 inhibitor 3.8, Wee1 stabilizer -5.2, hK5 inh 2.4, FXIa inh 1536 0.8, Furin inhibitor -19.7, FXIIa inh 1536 10.8, PERK inh 0.1 and Cl transport mod -0.0488.
COc1ccc(OC)c(/C=N/NC(=O)c2ccc3nc[nH]c3c2)c1 was read as thrombin 1536 -4.7, p97 inhibitor 10.7, Wee1 stabilizer -0.8, hK5 inh 0.4, FXIa inh 1536 -7.8, Furin inhibitor -8.7, FXIIa inh 1536 0.5, PERK inh 1.7 and Cl transport mod -0.458.
For COc1ccc2c(C=Nc3c(C)n(C)n(-c4ccccc4)c3=O)c(O)n(Cc3ccco3)c(=O)c2c1 the results were thrombin 1536 3.7&4.2, p97 inhibitor 5.1&-3.6, Wee1 stabilizer 5.3&0.4, hK5 inh 17.3&-5.2, FXIa inh 1536 2.6&24.4, Furin inhibitor 2.6, FXIIa inh 1536 16.4&11.9, PERK inh -0.8&-0.6 and Cl transport mod -1.91.
CC(Cc1ccccc1)C(=O)NCCO (centres undefined) was read as thrombin 1536 0.1, p97 inhibitor 6.0, Wee1 stabilizer 0.7, hK5 inh -4.8, FXIa inh 1536 1.8, Furin inhibitor -15.0, FXIIa inh 1536 9.8, PERK inh -0.3 and Cl transport mod 0.0424.
`C=CCSc1nc2c(c(=O)[nH]c(=O)n2C)n1C(C)C` gave thrombin 1536 4.6, p97 inhibitor -0.6, Wee1 stabilizer -0.7, hK5 inh -22.4, FXIa inh 1536 -1.2, Furin inhibitor -18.5[20 µM], FXIIa inh 1536 14.3, PERK inh -0.1 and Cl transport mod 0.141.
For O=C(CCNC(=O)c1ccco1)Nc1ccc(Cl)cc1 the results were thrombin 1536 -2.9, p97 inhibitor -4.3, Wee1 stabilizer -3.8, hK5 inh 5.9, FXIa inh 1536 3.1, Furin inhibitor -11.3, FXIIa inh 1536 9.1, PERK inh 1.1 and Cl transport mod -1.3.
Screening CC(C)c1ccccc1OCCNS(C)(=O)=O returned thrombin 1536 -1.9, p97 inhibitor -4.2, Wee1 stabilizer -0.1, hK5 inh 0.3, FXIa inh 1536 -3.3, Furin inhibitor -17.2, FXIIa inh 1536 -8.2, PERK inh 1.0 and Cl transport mod 0.137.
Screening CCCCC1NC(C(=O)O)CS1 (centres undefined) returned thrombin 1536 1.8, p97 inhibitor 2.6, Wee1 stabilizer 2.0, hK5 inh 9.7, FXIa inh 1536 6.2, Furin inhibitor -12.2, FXIIa inh 1536 17.1, PERK inh 1.1 and Cl transport mod 0.814.
Screening COc1ccccc1NC(=O)c1ccc(CSc2ncccn2)cc1 returned thrombin 1536 2.9, p97 inhibitor -1.7, Wee1 stabilizer 2.3, hK5 inh 4.9, FXIa inh 1536 -6.3, Furin inhibitor -8.1, FXIIa inh 1536 3.5, PERK inh -1.3 and Cl transport mod -0.985.
For N#Cc1ccc(CSCC(=O)NN=C2CCCC2)cc1 the results were thrombin 1536 4.6, p97 inhibitor 6.0, Wee1 stabilizer -0.7, hK5 inh 0.8, FXIa inh 1536 -1.3, Furin inhibitor -31.1, FXIIa inh 1536 9.0, PERK inh 2.1 and Cl transport mod -0.38.
[O-]C1=N/[N+](=C/c2ccc(Cl)c(Cl)c2)CC1 was read as thrombin 1536 0.6, p97 inhibitor -1.2, Wee1 stabilizer 0.6, hK5 inh -16.4, FXIa inh 1536 19.8, Furin inhibitor -0.8[20 µM], FXIIa inh 1536 30.3, PERK inh 1.3 and Cl transport mod -0.779.
For NC(=O)CSc1nccn1Cc1ccc2c(c1)OCO2 the results were thrombin 1536 -5.8, p97 inhibitor 7.6, Wee1 stabilizer -0.6, hK5 inh -2.7, FXIa inh 1536 -3.1, Furin inhibitor -31.1, FXIIa inh 1536 1.6, PERK inh 1.1 and Cl transport mod 0.0976.
For Cc1onc(-c2ccccc2)c1C(=O)NCc1ccccn1 the results were thrombin 1536 -20.9, p97 inhibitor 1.0, Wee1 stabilizer 4.3, hK5 inh 2.4, FXIa inh 1536 0.4, Furin inhibitor -16.6[20 µM], FXIIa inh 1536 -5.5, PERK inh 1.0 and Cl transport mod 0.648.
CCC(=O)N1CCC2(CC1)Oc1ccc(Cl)cc1C(=O)C21CC(c2ccc(Cl)cc2)=NO1 (centres undefined) was read as thrombin 1536 1.9, hK5 inh 6.4, FXIa inh 1536 5.6, Furin inhibitor -16.5, FXIIa inh 1536 7.9 and Cl transport mod 0.481.
`O=C(NCc1ccccn1)/C(=N/O)c1ccccc1` gave thrombin 1536 4.7, p97 inhibitor 5.9, Wee1 stabilizer -1.0, hK5 inh -3.9, FXIa inh 1536 5.5, Furin inhibitor -14.9, FXIIa inh 1536 18.8 and PERK inh 2.8.
Screening NC(=O)c1c(NC(=O)c2ccncc2)sc2c1CCCC2 returned thrombin 1536 2.6, p97 inhibitor -0.4, Wee1 stabilizer -2.5, FXIa inh 1536 5.2, Furin inhibitor -14.1, FXIIa inh 1536 13.5, PERK inh 0.5 and Cl transport mod 0.0431.
Cc1ccc(NC(=O)c2ccc(Nc3c([N+](=O)[O-])cc([N+](=O)[O-])cc3[N+](=O)[O-])cc2)cc1 was read as thrombin 1536 3.5, p97 inhibitor 3.8, Wee1 stabilizer -1.0, hK5 inh 5.6, FXIa inh 1536 6.4, Furin inhibitor -17.1, FXIIa inh 1536 10.2, PERK inh -0.1 and Cl transport mod 0.355.
Screening Cn1c(=O)c2c(nc(CN3CCc4ccccc4C3)n2Cc2cccc(Cl)c2)n(C)c1=O returned thrombin 1536 -4.5, p97 inhibitor 2.5, Wee1 stabilizer -0.5, hK5 inh -11.0, FXIa inh 1536 4.8, Furin inhibitor -10.9, FXIIa inh 1536 14.4, PERK inh -0.6 and Cl transport mod -0.902.
`Cc1ccc2cccc(OCC(=O)Nc3ccc4c(c3)OCO4)c2n1` gave thrombin 1536 -9.4, p97 inhibitor -4.4, Wee1 stabilizer 5.3, hK5 inh 5.0, FXIa inh 1536 3.6, Furin inhibitor -6.9, FXIIa inh 1536 7.6, PERK inh -0.3 and Cl transport mod -5.94*.
For Cc1ccc(S(=O)(=O)Nc2cc(=O)[nH]c3c2CCC3)cc1 the results were thrombin 1536 -0.8, p97 inhibitor 4.7, Wee1 stabilizer 1.2, hK5 inh 6.9, FXIa inh 1536 8.2, Furin inhibitor -22.0, FXIIa inh 1536 6.9, PERK inh 1.5 and Cl transport mod -0.336.
For O=C(Cc1cccc2ccccc12)Nc1ccccc1C(=O)O the results were thrombin 1536 1.9, p97 inhibitor 3.0, Wee1 stabilizer 4.8, hK5 inh -5.3, FXIa inh 1536 1.8, Furin inhibitor -20.5[20 µM], FXIIa inh 1536 16.0, PERK inh 0.1 and Cl transport mod -1.79.
CCOC(=O)c1ccc(NC(=O)c2c(NC(=O)CCC(=O)O)sc3c2CCCCC3)cc1 was read as thrombin 1536 3.4, p97 inhibitor 4.0, Wee1 stabilizer 1.2, hK5 inh -1.0, FXIa inh 1536 -1.9, Furin inhibitor -22.1, FXIIa inh 1536 7.6, PERK inh 1.8 and Cl transport mod -0.0802.
For CCOC(=O)N1CCN(C(=O)COC(=O)c2ccc(O)cc2O)CC1 the results were p97 inhibitor -3.1, Wee1 stabilizer -4.0, hK5 inh 7.0, FXIa inh 1536 5.5, Furin inhibitor -8.6, FXIIa inh 1536 12.5, PERK inh 0.1 and Cl transport mod -0.219.
`CCCCN(CCCC)S(=O)(=O)c1ccc(C(=O)Nc2nnc(CSC)o2)cc1` gave thrombin 1536 4.2, p97 inhibitor 4.5, Wee1 stabilizer 2.5, hK5 inh -191.9, FXIa inh 1536 3.8, Furin inhibitor -15.0, FXIIa inh 1536 14.3, PERK inh 1.2 and Cl transport mod 4.17.
COc1ccc(CCNC(=O)COC(=O)Cc2ccc(OC)cc2)cc1 was read as thrombin 1536 -4.2, p97 inhibitor 2.4, Wee1 stabilizer 5.4, hK5 inh -7.5, FXIa inh 1536 3.8, Furin inhibitor -15.8, FXIIa inh 1536 8.6, PERK inh 1.3 and Cl transport mod 0.343.
Screening O=C(CSCc1cnn(-c2ccccc2)c1-n1cccc1)NCc1ccc2c(c1)OCO2 returned thrombin 1536 -2.6, p97 inhibitor -1.6, Wee1 stabilizer 1.4, hK5 inh 15.8, FXIa inh 1536 6.7, Furin inhibitor -16.7[20 µM], FXIIa inh 1536 10.6, PERK inh -0.7 and Cl transport mod -0.124.
`CC(Oc1cccc(NC(=O)c2cccs2)c1)C(=O)c1ccccc1` (centres undefined) gave thrombin 1536 1.4, p97 inhibitor 2.4, Wee1 stabilizer -0.2, hK5 inh -9.2, FXIa inh 1536 -5.3, Furin inhibitor -17.5, FXIIa inh 1536 2.1, PERK inh -0.2 and Cl transport mod -0.907.
